Assay outcomes: PubChem, several laboratories
CHOP inhibitor – inhibitors of CHOP induction in ER stress response; CHO-K1 CHOP-promoter luciferase, tunicamycin-induced, 15-18 h; inhibition, % at 10 µM; hit rate 3.8% among 220,000;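 active means compounds that reduced the stress-induced luciferase reporter signal by more than about 70% of percent inhibition, limit read from the data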;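 further: 0% = tunicamycin plus vehicle and 100% = wells without tunicamycin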
EP2 antag – inhibitors of human EP2 prostaglandin E2 receptor | P43116 | C6 glioma cells expressing human EP2, cAMP TR-FRET; cells stimulated with saturating PGE2 | inhibition, % at 25 µM | hit rate 0.52% among 260,000 | AID 1422;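 active means percent inhibition above 40 after rounding to a whole number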;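 further: rat C6 glioma host cells with rolipram phosphodiesterase inhibitor present; the protocol text gives 20 µM as final concentration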
Target sequence (P43116 whole entry, looked up): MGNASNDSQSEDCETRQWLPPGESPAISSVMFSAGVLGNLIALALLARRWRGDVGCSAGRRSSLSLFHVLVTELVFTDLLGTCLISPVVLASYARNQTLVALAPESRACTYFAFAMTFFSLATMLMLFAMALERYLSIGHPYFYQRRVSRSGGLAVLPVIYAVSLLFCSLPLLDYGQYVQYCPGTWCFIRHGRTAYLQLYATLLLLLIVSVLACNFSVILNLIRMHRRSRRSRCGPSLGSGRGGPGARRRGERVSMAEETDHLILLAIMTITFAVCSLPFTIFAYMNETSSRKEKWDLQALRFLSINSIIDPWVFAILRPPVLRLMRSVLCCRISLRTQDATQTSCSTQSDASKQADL
Wee1 degr inh – blocks degradation of human Wee1 kinase; HeLa Luc-Wee1K328M stability, luciferase luminescence; 100% = proteasome inhibitor MG132 effect; P30291; reporter increase, % at 5 µM; AID 1321; hit rate 1.2% among 220,000;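 active means activation above the mean of all tested compounds plus 3 SD, set per screening run, cut at about 8.8% in these data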;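 further: cells exposed to compound for 20 h before luminescence read; 0% = DMSO alone and 100% = MG132 at 30 µM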
FXIIa inh 1536 – blocks human coagulation factor XIIa protease activity; P00748; purified FXIIa, Boc-QGR-AMC fluorogenic substrate, 2 h; inhibition, % at 5 µM; hit rate 0.3% among 220,000; AID 800; in the data active means inhibition above about 40%;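 further: 0% = enzyme with no compound and 100% = blank without enzyme; many of its hits are not listed in these tables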
PPC-1+TRAIL kill – compounds killing PPC-1 cancer cells with TRAIL present (potentiator screen, no TRAIL-free arm); hit rate 0.41% among 220,000; cell killing (% activity), % at 4 µM; PPC-1 cells + TRAIL, ATPLite viability luminescence;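 active means cell killing above 50% in the first pass at 4 µM, then a duplicate retest at 5 µM averaging 50% or more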;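 further: plate controls were cells with TRAIL plus DMSO for no effect and medium-only wells lacking cells for full effect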
L929 necroptosis – L929 zVAD cell death inhibition. L929 zVAD necroptosis rescue, ATP luminescence, 24 h; with zVAD 60 µM. viability rescue, % at 10 µM. hit rate 0.38% among 220,000. AID 1377;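 active means activation, scaled between plate controls, above about 75%, limit read from the data; inactive means activation under that limit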;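 further: 0% = zVAD with DMSO and 100% = DMSO alone without zVAD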
FXIa inh – blocks human coagulation factor XIa protease activity | purified FXIa, Boc-Glu-Ala-Arg-AMC fluorogenic substrate | inhibition, % at 5 µM | hit rate 0.14% among 220,000 | AID 798;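 active means inhibition of at least 40%; inactive means inhibition below 40%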;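 further: fluorescence of freed AMC excited at 355 nm; 0% = enzyme without compound and 100% = no enzyme blank; many of its hits are not listed in these tables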
Target sequence (P03951 19-387 limits assumed): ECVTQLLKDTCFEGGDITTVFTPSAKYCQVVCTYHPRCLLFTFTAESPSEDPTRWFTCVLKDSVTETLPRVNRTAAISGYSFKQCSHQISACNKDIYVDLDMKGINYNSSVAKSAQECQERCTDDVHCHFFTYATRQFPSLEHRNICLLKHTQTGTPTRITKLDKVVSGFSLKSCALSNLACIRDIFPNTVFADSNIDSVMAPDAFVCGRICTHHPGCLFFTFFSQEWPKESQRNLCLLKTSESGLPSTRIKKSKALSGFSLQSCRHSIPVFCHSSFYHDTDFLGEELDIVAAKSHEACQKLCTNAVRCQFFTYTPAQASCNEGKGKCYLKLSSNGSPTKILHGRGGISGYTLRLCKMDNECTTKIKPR
Target sequence (P03951 388-625 limits assumed): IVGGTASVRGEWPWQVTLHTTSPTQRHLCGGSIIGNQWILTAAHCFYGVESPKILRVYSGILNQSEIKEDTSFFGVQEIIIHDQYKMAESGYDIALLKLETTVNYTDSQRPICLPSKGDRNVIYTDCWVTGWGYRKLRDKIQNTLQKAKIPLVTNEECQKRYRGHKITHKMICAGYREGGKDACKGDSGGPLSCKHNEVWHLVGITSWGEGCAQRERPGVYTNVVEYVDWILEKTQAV
TNF death inh – blocks TNF-alpha induced death of Jurkat FADD-/- cells. Jurkat FADD-/- TNF necroptosis rescue, ATP luminescence, 24 h; 0 = TNF only, 100 = no-TNF cells. activation (protection from cell death), % at 10 µM. hit rate 0.068% among 220,000. AID 463075;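 active means activation, meaning protection from cell death, of at least 50% relative to plate controls; inactive means activation below 50%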;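 further: necroptosis triggered by 40 ng/mL TNF-alpha added together with compound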
TbHK1 inh – blocks Trypanosoma brucei hexokinase 1 activity; recombinant TbHK1, G6PDH-coupled NADH A340; inhibition, % at 10 µM; hit rate 0.11% among 220,000; AID 1430;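 active means inhibition of 50% or more in the single-dose primary screen; inactive means inhibition below 50%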
Active calls of the source: *; x = no result given; & = joins results of further samples; [ ] = dose if it differs, or a comment. Not all compounds are listed (hit frequency here may not be typical).

SMILES	CHOP inhibitor	EP2 antag	Wee1 degr inh	FXIIa inh 1536	PPC-1+TRAIL kill	L929 necroptosis	FXIa inh	TNF death inh	TbHK1 inh
CCOc1ccc(S(=O)(=O)N2CCN(C)CC2)c(C)c1C	29	7	-2	20	-8	-0.9	7	-0.9	2
Cc1sc2ncnc(OCC(=O)NC3CCS(=O)(=O)C3)c2c1C (stereo not given)	4	7	-2	24	-3	0.7	20	0.3	-3
Cc1cccc(C)c1NC(=O)CN1C(=O)S/C(=C\c2cccn2-c2cccc(C(=O)O)c2)C1=O	-9	16	2	12	6	-0.1	3	-1.4	-3
Cc1ccc(C)c(NC(=O)c2nc(Cl)ccc2Cl)c1	0	3	1	12	25	-0.1	1	-1.0	-2
COC(=O)/C=C1/N/C(=N\c2nc(C)cc(C)n2)N(c2ccccc2)C1=O	-6	7	-2	9	13	0.4	6	-1.2	-33
O=C(N/N=C/c1cccc2cccnc12)c1ccccc1O	46	3	-2	10	33[5 µM]	35	1	-20	-13
Cn1c2c(c(=O)n(C)c1=O)C(c1cccc(F)c1)C(C#N)=C(N)O2 (stereo not given)	7	9	-1	0	-1	-0.7	-5	2.7	-2
COc1cc(NC(=S)NCCc2ccccc2)c(OC)cc1NC(=O)C(C)C	-1	6	5	7	8	-0.4	-1	-3.6	-9
Cc1nc2ccc(NC(=O)c3cccs3)cc2c(=O)n1Cc1ccc(Cl)cc1	-3	6	2	10	9	0.7	2	-16	0
CCOC(=O)C1CCCN(c2oc(-c3ccc(OC)cc3)nc2C#N)C1 (stereo not given)	-22	4	-1	-1	16	-1.1	-5	-0.4	-19
O=C(NC1CCCCC1)OCCN1CCN(Cc2ccccc2)CCC1=O	-1	x	1	-1	26	1.0	-11	0.2	0
CCCCOc1cccc(NC(=O)CSc2nccn2C)c1	42	6	-1	3	49	-0.1	14	0.1	5
CC1CCCC/C1=N\NC(=S)Nc1cccnc1 (stereo not given)	6	4	-1	9	1	3.5	-1	-0.2	-2
Cc1ccc(-c2nc3nc4ccccc4nc3n2Cc2ccco2)cc1	20	14	0	8	27	-1.1	0	0.7	-8
CC12CCC(C/C1=N/O)C2(C)CBr (stereo not given)	-1	10	-1	6	21	1.4	2	0.3	-6
CC(C)Cn1c(Br)nc2c1c(=O)n(CCC#N)c(=O)n2C	-15	7	2	17	-2	0.0	-5	-0.7	4
Cc1cc(C(=O)CSc2nnc(-c3ccc(Cl)cc3)n2C)c(C)n1CC1CCCO1 (stereo not given)	12	6	-2	18	20	-0.1	0	-1.5	-5
Cc1nc2ccccc2n1CC(=O)N/N=C/c1cccs1	5	10	4	7	3	-0.8	20	-0.2	-8
CCc1ccc(NC(=S)/N=C(\N)Nc2nc(C)c3cc(CC)ccc3n2)cc1	40	2	-2	8	34	3.3	0	-6.6	-21
CC1(C)Oc2ccc3ccc(=O)oc3c2/C(=C/Nc2ccccc2)C1=O	54	20	1	13	11	0.1	-6	0.3	-14
CCn1c(COc2cccc(C)c2)nc2ccccc21	-16	22	-1	12	25	-0.5	5	2.2	3
CCNC(=S)N/N=C/c1c(Cl)cccc1Cl	-3	6	2	16	31	0.2	12	-0.2	0
Cc1cc(C(=O)N/N=C/c2ccccc2Br)no1	-17	19	2	10	28	1.6	2	-4.2	-4
C=CCNC(=O)CN1CCC(O)(c2ccc(F)cc2)CC1	4	7	-3	13	14	0.0	-1	-1.2	-5
CC(=O)C(Cc1cccc(F)c1)(Cc1cccc(F)c1)C(C)=O	33	5	-1	-8	-6	-0.2	0	0.2	4

A section taken from the entries so far, as a working copy:
SMILES	CHOP inhibitor	EP2 antag	Wee1 degr inh	FXIIa inh 1536	PPC-1+TRAIL kill	L929 necroptosis	FXIa inh	TNF death inh	TbHK1 inh
CC12CCC(C/C1=N/O)C2(C)CBr (stereo not given)	-1	10	-1	6	21	1.4	2	0.3	-6
CC(C)Cn1c(Br)nc2c1c(=O)n(CCC#N)c(=O)n2C	-15	7	2	17	-2	0.0	-5	-0.7	4
Cc1cc(C(=O)CSc2nnc(-c3ccc(Cl)cc3)n2C)c(C)n1CC1CCCO1 (stereo not given)	12	6	-2	18	20	-0.1	0	-1.5	-5
Cc1nc2ccccc2n1CC(=O)N/N=C/c1cccs1	5	10	4	7	3	-0.8	20	-0.2	-8
CCc1ccc(NC(=S)/N=C(\N)Nc2nc(C)c3cc(CC)ccc3n2)cc1	40	2	-2	8	34	3.3	0	-6.6	-21
CC1(C)Oc2ccc3ccc(=O)oc3c2/C(=C/Nc2ccccc2)C1=O	54	20	1	13	11	0.1	-6	0.3	-14
CCn1c(COc2cccc(C)c2)nc2ccccc21	-16	22	-1	12	25	-0.5	5	2.2	3
CCNC(=S)N/N=C/c1c(Cl)cccc1Cl	-3	6	2	16	31	0.2	12	-0.2	0
Cc1cc(C(=O)N/N=C/c2ccccc2Br)no1	-17	19	2	10	28	1.6	2	-4.2	-4
C=CCNC(=O)CN1CCC(O)(c2ccc(F)cc2)CC1	4	7	-3	13	14	0.0	-1	-1.2	-5
CC(=O)C(Cc1cccc(F)c1)(Cc1cccc(F)c1)C(C)=O	33	5	-1	-8	-6	-0.2	0	0.2	4

Next entries
SMILES	CHOP inhibitor	EP2 antag	Wee1 degr inh	FXIIa inh 1536	PPC-1+TRAIL kill	L929 necroptosis	FXIa inh	TNF death inh	TbHK1 inh
c1ccc(Nc2ccc(-n3ccnc3)nn2)cc1	-17	5	0	7	20	0.1	-2	1.0	-5
Cn1c(CN2CCOCC2)nc2cc(NC(=O)COc3ccc([N+](=O)[O-])cc3)ccc21	23	13	0	1	2	2.9	-2	-0.3	-14
COC(=O)CCCC1=CC2=CC(=O)C(C)(OC(=O)c3cccs3)C(=O)C2=CN1c1cccc(C#N)c1 (stereo not given)	17	7	x	9	-4	-0.3	3	1.0	-15
CC(=O)Cn1nnc2sc(-c3ccccc3)cc2c1=O	-1	6	6	10	-25	2.6	0	0.4	-18
O=C(NCC1CCCO1)c1cc2ccccc2[nH]1 (stereo not given)	-21	9	-1	13	-22	2.9	2	-0.5	1
O=S(=O)(c1ccccc1)c1nc(NCc2cccnc2)sc1Cl	15	1	0	5	6	0.0	2	0.7	-2
C=CCn1c(=N)n(CC(=O)OC)c2ccccc21	-24	15	-2	15	-22	0.0	0	-2.2	4
COc1cc(CNc2ccc(NC(C)=O)cc2)ccc1OCc1ccccc1C	-13	0	4	1	16	4.3	-10	-0.2	-1
COc1cc(NC(=O)c2ccc3c(c2)OCO3)ccc1NC(=O)c1ccco1	-16	10&18	-3	16	31	1.6	11	-1.2	6
CC1=CC(c2ccccc2)n2nc(N3C(=O)CCC3=O)nc2N1 (stereo not given)	-18	21	3	12	11	-0.9	4	-1.3	0
O=C(CCCN1C(=O)c2ccccc2C1=O)NCC1CCCO1 (stereo not given)	8	4	-2	4	-10	-0.3	3	-0.9	4
CC(C(=O)Nc1ccccc1Cl)c1ccc([N+](=O)[O-])cc1 (stereo not given)	-2	5	-2	4	-8	0.0	-3	1.9	2
COc1ccc(O)c(-c2cc(-c3cccs3)[nH]n2)c1	10	9	0	9	-3	2.8	-4	-5.7	6
N#CCSc1nc2ccccc2o1	11	2	-2	4	30	0.1	-8	4.8	-3
O=C(Nc1cc(C(=O)N2CCOCC2)cc(C(=O)N2CCOCC2)c1)c1cc(F)c(F)cc1Cl	50	5	-2	0	22	-0.1	-10	-0.6	-1
Cc1ccc(C)n1-c1ccc(N2CCOCC2)c([N+](=O)[O-])c1	4	3	1	11	21	0.2	4	-4.2	-7
O=C(O)C1CC=C(Cl)CC1C(=O)NCC1OCCc2ccccc21 (stereo not given)	29	10	0	4	-8	-0.1	-8	0.5	15
Cc1ccc(NCc2nnc(SCc3ccc(C#N)cc3)n2Cc2ccco2)c(C)c1	49	11	0	-2	26	-0.3	1	-7.3	3
CCOc1ccc(N(CC(=O)NN=C2CCCC2)S(C)(=O)=O)cc1	15	7	0	3	16	0.4	-4	1.9	-15
O=C(CCC(=O)NCCO)NCCO	49	14	-2	8	-25	1.8	-1	0.0	-4
COc1cccc(C2CC(=O)Nc3cc4c(cc32)CCC4)c1 (stereo not given)	46	8	1	7	4	3.6	0	-5.7	-2
CCC(C)(C)n1nnnc1C(c1cc2cccc(C)c2[nH]c1=O)N1CCCC1 (stereo not given)	56	2	-2	22	-10	1.1	3	0.3	-10
Cc1cccc(COc2ncnc3nc[nH]c23)c1	8	2	5	1	17	1.3	-5	0.5	-5
CCCn1nc(CC(=O)O)c2ccccc2c1=O	6	6	1	9	11	0.2	-5	-2.2	2
O=C(NCc1nc2ccccc2[nH]1)c1c(F)c(F)c(F)c(F)c1F	11	3	-3	2	8	7.8	0	5.4	-3
The results go on.
SMILES	CHOP inhibitor	EP2 antag	Wee1 degr inh	FXIIa inh 1536	PPC-1+TRAIL kill	L929 necroptosis	FXIa inh	TNF death inh	TbHK1 inh
O=C(Nc1cc(S(=O)(=O)N2CCOCC2)ccc1N1CCCC1)c1cc(=O)[nH]c2ccccc12	-23	3	2	8	1	0.3	-1	0.8	-14
COc1ccc(-c2nn(CC(=O)N(C)C)c(=O)c3ccccc23)cc1	11	2	-3	12	12	0.2	-3	-2.9	3
CCOC(=O)c1cccc(S(=O)(=O)N(CCO)Cc2cc3cc(OC)c(OC)cc3[nH]c2=O)c1	37	5	-4	21	-1	0.6	8	-2.0	-29
COc1ccc(NC(=O)/C(=C/c2ccc3c(c2)OCO3)NC(C)=O)cc1	-17	4	1	-2	41	-0.4	-6	-0.2	-3
Cc1ccc2c(c1C)NC(=O)CC(c1ccccc1O)=N2	41	22	1	10	-8	-0.5	2	-0.3	-27
O=C(/C=C/c1ccc(OC2CSC2)cc1)c1ccccc1	-2	10	0	8	13	-0.5	8	-11	-3
O=C(CSc1nc2ccsc2c(=O)n1-c1ccccc1)N1CCCC1	5	4	-1	13	1	-0.8	6	-1.4	-12
Cc1ccc2c(c1Br)/C(=N/N1C(=O)c3ccccc3C1=O)C(=O)N2	55	x	-1	16	0	0.3	13	-10	-20
CN(C)c1ccc(/C=N/NC(=O)c2ccccc2Cl)cc1	-10	9	2	-2	-4	x	-9	-11	-47
O=C(CSc1nnc2c(Cl)cc(Cl)cn12)N1CCN(S(=O)(=O)c2ccccc2)CC1	23	9	0	3	-19	-0.4	2	0.2	5
COc1ccc2cc(CN(Cc3ccco3)Cc3nnnn3C3CCCCC3)c(=O)[nH]c2c1	22	7	-2	11	4	-0.6	0	-8.5	-17
O=C(NN1C(=O)c2cc(Br)ccc2NC1c1cc(Br)cc(Br)c1O)c1ccncc1 (stereo not given)	14	6	0	1	18	0.2	3	0.7	-2
O=C(Cn1nc2ccccc2n1)N/N=C/c1ccc(F)cc1	3	8	2	2	11	-0.6	0	2.2	5
Cc1ccccc1C(=O)Nc1nnc(-c2ccc(C(C)(C)C)cc2)s1	49	9	0	8	3	1.4	-1	1.7	-7
Cc1ccc(S(=O)(=O)CCN2C=CC(C(F)(F)F)=NCC2)cc1	-9	15	1	41*	19	0.1	21	0.5	-30
